# USP17 inh – blocks human USP17 ubiquitin-rhodamine cleavage; A8MUK1; purified USP17, Ub-rhodamine cleavage fluorescence, 3 h; inhibition, % at 50 µM; hit rate 6.5% among 47,000
# USP10 block – blocks human USP10 ubiquitin-rhodamine cleavage; hit rate 1.1% among 47,000; purified USP10, Ub-rhodamine fluorescence, 60 min; inhibition, % at 20 µM; Q14694
# UCHL1 inh – human UCHL1 deubiquitinase inhibition | P09936 | purified UCHL1, Ub-rhodamine cleavage fluorescence | inhibition, % at 20 µM | hit rate 0.2% among 47,000
# OTUD3 inh – inhibitors of human OTUD3 deubiquitinase. AID 1645858. hit rate 0.7% among 47,000. purified OTUD3, Ub-rhodamine fluorescence, 2 h. Q5T2D3. inhibition, % at 25 µM
# Target sequence (Q5T2D3 whole entry, looked up): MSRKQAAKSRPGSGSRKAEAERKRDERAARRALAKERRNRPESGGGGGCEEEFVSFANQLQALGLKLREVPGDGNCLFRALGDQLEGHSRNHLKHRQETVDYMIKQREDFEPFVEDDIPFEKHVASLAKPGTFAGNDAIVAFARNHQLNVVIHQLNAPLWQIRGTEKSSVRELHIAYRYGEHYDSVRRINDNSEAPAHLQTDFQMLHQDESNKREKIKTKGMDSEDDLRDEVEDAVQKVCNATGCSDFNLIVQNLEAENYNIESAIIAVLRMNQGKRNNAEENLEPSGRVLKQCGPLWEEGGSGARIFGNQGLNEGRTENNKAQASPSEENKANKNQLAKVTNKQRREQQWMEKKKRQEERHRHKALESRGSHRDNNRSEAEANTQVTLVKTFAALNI
# USP28 block – inhibitors of human USP28 deubiquitinase; purified USP28, Ub-rhodamine cleavage fluorescence, 30 min; inhibition, % at 25 µM; Q96RU2; hit rate 3% among 47,000
# USP30 inh – blocks human USP30 ubiquitin-rhodamine cleavage. inhibition, % at 25 µM. purified USP30, Ub-rhodamine cleavage fluorescence. hit rate 5.3% among 47,000
# Target sequence (Q70CQ3 whole entry, looked up): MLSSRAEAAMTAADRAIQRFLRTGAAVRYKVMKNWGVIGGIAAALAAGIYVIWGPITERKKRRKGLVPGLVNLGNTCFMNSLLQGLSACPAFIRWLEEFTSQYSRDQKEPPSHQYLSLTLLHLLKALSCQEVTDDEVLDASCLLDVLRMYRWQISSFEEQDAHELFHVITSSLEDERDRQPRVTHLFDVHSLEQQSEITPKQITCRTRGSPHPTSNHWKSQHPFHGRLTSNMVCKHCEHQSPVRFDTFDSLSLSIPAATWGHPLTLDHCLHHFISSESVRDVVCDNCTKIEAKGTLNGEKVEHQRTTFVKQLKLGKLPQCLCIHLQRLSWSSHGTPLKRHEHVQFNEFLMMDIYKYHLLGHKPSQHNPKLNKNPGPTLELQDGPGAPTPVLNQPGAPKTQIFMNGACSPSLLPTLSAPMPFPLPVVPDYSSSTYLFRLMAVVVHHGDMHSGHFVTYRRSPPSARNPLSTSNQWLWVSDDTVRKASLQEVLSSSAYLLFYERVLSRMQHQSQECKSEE
# USP8 inh – human USP8 deubiquitinase inhibition; P40818; inhibition, % at 20 µM; hit rate 4.2% among 47,000; purified USP8, Ub-rhodamine cleavage fluorescence, 30 min; AID 1645853
# USP7 block – inhibitors of human USP7 deubiquitinase. Q93009. purified USP7, Ub-rhodamine cleavage fluorescence. inhibition, % at 20 µM. hit rate 0.3% among 47,000. AID 1645854
# The depositor's hits bear a star; . = no result given. Cut-off read from the data, not from the text of the source: active = inhibition above about 30%; inactive = the rest.
USP30 inh,UCHL1 inh,USP7 block,USP28 block,USP10 block,OTUD3 inh,USP8 inh,USP17 inh,SMILES
-6.9,3.3,-16.6,-4.6,-0.7,-11.8,-2.2,0.2,Cc1cc(=O)n(CC(=O)Nc2cccc(F)c2)c(N2CCCCC2)n1
-12.5,-3.1,-9.1,-16.7,3.5,-3.2,-9.8,-5.3,CCN(CC)C(=O)N1CCCC(c2nc(C)ncc2-c2cc(C)no2)C1 (centres undefined)
-6.9,-1.9,.,-2.7,-0.2,-5.2,3.5,-6.8,CC1(C)CC(=O)c2cnc3c(C(=O)N4CCCC4)cnn3c2C1
-0.2,-1.7,1.6,-6.7,1.2,0.2,-0.4,-0.6,Cc1ccccc1C(=O)N1CCCC(c2[nH]ncc2S(C)(=O)=O)C1 (centres undefined)
14.0,1.5,1.8,4.5,1.9,4.5,6.1,2.1,Cc1ccc(C)c(NC(=O)Cn2c(C)ncc(C(=O)NC3CC3)c2=O)c1
-116.4,-6.2,-0.3,-30.8,-9.9,-8.5,-106.1,-66.0,N#Cc1cc2c(n(-c3cccc(F)c3)c1=O)CC(c1ccccc1)CC2=O (centres undefined)
-65.4,1.8,2.1,-13.6,-0.7,-41.8,-1.2,2.8,COc1ccc(C(=O)Nc2cnc3sccn3c2=O)cc1OC
-2.1,-1.4,-1.7,-3.9,-3.1,-12.2,-11.5,-6.8,Cc1cc(-c2ncc[nH]2)nc(C2CCN(C(=O)CC3CCCCC3)CC2)n1
-6.4,0.4,-7.2,81.0*,7.4,5.4,3.5,-15.4,Cc1nn(-c2ccccc2)c(C)c1C(=O)OCC(=O)Nc1cccc(Br)c1
3.6,-2.9,0.7,-0.3,-0.3,2.1,5.4,0.1,CCCNC(=O)C1Cc2cc(S(=O)(=O)N3CCCC3)ccc2N1C(C)=O (centres undefined)
7.4,-2.0,-3.7,2.2,-4.1,3.7,2.9,-1.0,Cc1ccc2nc(-c3ccncc3)cc(C(=O)NCc3cccnc3)c2c1
-166.4,0.9,-22.1,-15.2,-7.9,-24.5,-11.9,9.8,Cc1ccc(-c2cc(C(=O)NCCC3=CCCCC3)c3ccccc3n2)o1
8.5,-2.2,-2.5,-3.5,-1.8,0.0,-2.1,-3.4,CN1C(=O)COc2cc(-c3noc(C(=O)NCC4CCCO4)n3)ccc21 (centres undefined)
-2.3,1.7,5.8,4.0,2.0,0.0,-0.3,4.9,CC(CCc1ccccc1)NC(=O)/C=C/c1ccc2c(c1)OCO2 (centres undefined)
13.4,6.9,1.9,7.3,2.3,9.2,9.3,10.1,CCOC(=O)C1CCCN(C(=O)c2ccc3c(=O)n4c(nc3c2)CCCC4)C1 (centres undefined)
30.4*,3.3,1.8,22.4,2.0,18.4,9.9,20.9,COc1ccc(C)cc1N(C)C(=O)c1noc2c1CCc1sccc1-2
46.3*,0.3,-45.1,1.4,6.4,-0.7,-0.2,-0.1,COc1ccc(-c2nnc(SCc3ccc(C#N)cc3)o2)cc1
28.0,4.3,-15.3,14.6,12.7,4.4,4.1,17.2,N#Cc1nc(/C=C/c2ccccc2)oc1N1CCN(C(=O)c2cccs2)CC1
50.7*,2.3,12.7,1.6,4.4,5.8,10.8,23.8,COc1ccc(NC(=O)Cn2c(CS(=O)(=O)c3ccc(C)cc3)nc3ccccc32)cc1
2.2,-3.0,-1.7,-1.9,8.9,-6.8,-1.0,-1.1,Cc1nc2nc(N)[nH]c(=O)c2[nH]1
5.8,0.2,4.5,2.5,1.1,0.9,12.2,6.3,Cc1cnc(C(=O)N2CC[C@@H]3CN(CC(C)C)S(=O)(=O)[C@@H]3CC2)cn1
16.2,6.8,9.0,7.9,0.0,8.7,0.4,1.8,CN(C)c1ncnc2c1ncn2[C@@H]1CC[C@@H](NC(=O)Cc2ccccc2)[C@H](O)[C@H]1O
17.4,-0.1,-0.1,3.7,-0.4,7.7,-5.3,2.8,COc1cccc(CNC(=O)c2nc3c(s2)CCN(C(=O)c2cccnc2)CC3)c1
31.3*,2.5,-3.7,5.2,5.3,0.0,-20.5,13.4,CCOc1ccccc1C(=O)Nc1ccc(-c2nccs2)cc1
-37.6,1.6,1.7,-11.6,-3.9,2.0,-4.9,9.8,COc1ccc(-c2cc(C(=O)OCC(=O)NC(C)c3ccccc3)c3ccccc3n2)cc1OC (centres undefined)
29.8,3.2,-58.7,41.8*,12.4,17.4,0.5,12.6,O=C1CCSc2ccc(Cl)cc2N1Cc1ccc(Cl)cc1
21.4,1.5,4.7,8.9,9.0,7.6,-10.3,11.6,Cc1ccc(S(=O)(=O)NCc2nnc(SCc3ccc(C(C)(C)C)cc3)n2C)cc1
33.2*,3.0,-137.8,62.5*,4.4,15.7,-113.1,-8.0,CC1CC(=O)N(Cc2ccc([N+](=O)[O-])cc2)c2ccccc2S1 (centres undefined)
15.2,1.4,3.1,3.2,-0.3,-3.6,5.1,11.7,CCCc1nc2ccccc2n1CC(=O)N1CCc2ccccc21
-0.2,-4.3,-3.6,-8.5,-0.1,-5.5,-14.3,-4.0,CNc1nc2c(c(=O)n1-c1ccccc1OC)CCN(S(=O)(=O)c1ccccc1)C2
-15.7,0.1,-4.3,7.5,1.5,-3.2,1.1,-2.5,Cc1c(-c2noc(-c3ccco3)n2)nnn1Cc1cccc(F)c1
11.5,-0.1,0.4,-0.1,-5.7,2.3,12.0,8.2,Cc1cccc(NC(=O)Cn2c(=O)n(C3CC3)c(=O)c3nscc32)c1C
4.3,-3.4,-1.1,-18.2,-2.0,-10.0,-6.1,-3.7,O=C(N[C@@H]1CC[C@@H](Oc2cccnc2)[C@H](O)[C@H]1N1CCCCC1)c1ncc[nH]1
.,0.7,-0.1,.,0.1,-6.3,3.6,36.9*,COc1ccc(C2CC(=O)N(CC(=O)Nc3ccc(NC(C)=O)cc3)c3ccccc3S2)cc1OC (centres undefined)
-23.8,-2.3,0.0,-8.6,-0.3,-8.7,0.1,-8.0,CCOc1ccc2nc(C(=O)N3CCN(CC)CC3)cn2n1
0.2,-0.3,0.3,-5.7,0.7,-7.9,-1.0,-17.0,O=C(Nc1nccnc1C(=O)NCc1ccncc1)c1ccccc1
52.2*,0.9,-7.9,20.6,7.3,21.1,11.8,8.1,COc1cccc(/C=C/c2nc(C#N)c(N3CCN(C(=O)c4cccs4)CC3)o2)c1
0.5,15.1,6.7,11.4,4.8,15.9,-8.5,-0.9,CC(C)[C@@H](C(=O)NCCCc1ccccc1)N1C(=O)N2CCc3c([nH]c4ccccc34)[C@@]2(C)C1=O
19.9,1.5,-1.3,15.3,0.2,9.6,-6.9,3.8,O=C(c1ccccn1)N1CCCn2nc(-c3ccc(Cl)cc3)cc2C1
20.6,0.2,6.4,-0.4,-0.4,10.9,17.0,12.9,COc1ccc(NC(=O)N2CCCC2c2c(C)noc2C)cc1OC (centres undefined)
-2.1,4.2,0.7,-9.0,3.7,2.3,2.1,4.6,Cc1ccc(N(CC(=O)NCCN2CCOCC2)S(C)(=O)=O)c(C)c1
13.6,0.9,10.0,0.0,13.1,-8.0,18.3,-1.4,Cc1cc(=O)oc2cc(NC(=O)NCc3noc4ccccc34)ccc12
10.5,3.0,-4.9,19.6,6.5,7.1,22.5,6.7,CCOc1ccc(Br)c(CC2C(=O)Nc3ccccc32)c1 (centres undefined)
-447.5,-9.4,-27.1,-114.6,-10.1,-85.9,-102.2,-112.4,Cc1cccc(CNC(=O)CCC(=O)N2CCCn3nc(-c4cccn4C)cc32)c1
1.5,6.1,7.3,-1.4,7.1,-2.6,1.9,8.8,COc1ccc(-c2cnc(NCCc3ccccc3)nc2)cc1
-0.2,1.2,1.9,0.0,0.3,8.3,-3.2,-9.4,CCNc1cc(N2CCCC(CCC(=O)N3CCC(C)CC3)C2)ncn1 (centres undefined)
11.1,1.5,4.4,0.7,0.8,8.7,12.0,5.6,CN1CCN(c2ccc(-c3nc(-c4ccc(F)cc4)no3)nn2)CC1
-15.9,-2.9,-0.1,-6.7,-0.5,-2.6,-0.5,-6.7,CCOc1ncccc1C(=O)N1CCCC(c2ccnc(=O)[nH]2)C1 (centres undefined)
13.7,-0.4,-1.8,7.4,1.4,0.0,8.2,7.4,Cc1c(S(=O)(=O)Nc2cccc(F)c2)cc(C(=O)N2CCCCC2)n1C
38.4*,3.8,-26.8,17.5,2.5,16.1,13.8,20.8,Cc1ccc(-n2c(SCc3ccc(C#N)cc3)nnc2-c2ccccn2)cc1
29.1,6.9,-7.2,30.8*,-0.5,14.3,40.2*,-38.3,COC[C@H]1CCCN1C(=O)CC[C@H]1CNC(=O)[C@@H]2[C@@H](CCN2C2CCOCC2)N1C
13.1,2.8,5.9,10.3,-1.8,9.9,10.3,49.2*,COc1cccc(C(=O)Oc2ccc3c(C)c(C)c(=O)oc3c2)c1
24.0,2.2,-3.4,10.8,0.6,9.0,1.6,1.4,Cc1ccc(Nc2nc(C)c3c(n2)CC(C)CC3=O)c(C)c1 (centres undefined)
18.1,-1.1,-1.7,6.8,-2.8,8.0,-3.3,.,O=S(=O)(c1cccnc1)N1C[C@H]2CC[C@H](Oc3cccnc3)[C@H]2C1
-50.8,0.4,3.2,-19.1,0.9,-2.9,-101.9,-19.5,CN(C)C1CCN(Cc2ccc(N3CCN(C(=O)c4ccc5snnc5c4)CC3)nc2)CC1
-56.4,-4.3,-0.1,-24.1,-7.5,-14.8,17.7,-6.4,c1ccc(-c2nc3sc4c(NCc5cccnc5)ncnc4c3c3c2CCC3)cc1

# (list continues)
USP30 inh,UCHL1 inh,USP7 block,USP28 block,USP10 block,OTUD3 inh,USP8 inh,USP17 inh,SMILES
-9.4,0.3,0.6,-0.3,4.4,-2.6,-16.6,-2.2,Cc1ccc(CNC(=O)c2cccc(-c3cnc(NC4CCCCC4)nc3)c2)cc1
8.4,3.1,4.8,6.4,0.8,2.6,-5.1,-0.9,CCN1C(=O)[C@H]2CN(C(C)=O)C[C@H]2C12CCN(C(=O)NCCc1ccc(OC)cc1)CC2
-12.1,-0.8,.,1.5,-1.6,-2.7,-1.0,-8.4,CC1=CC(=O)C2=C(C)C[C@H](OC(=O)CC(C)C)[C@@H]3[C@H](OC(=O)[C@H]3C)[C@@H]12
-26.9,-0.2,-2.4,19.0,7.2,-5.7,-5.9,-17.8,O=C(CN(C1CCCCC1)S(=O)(=O)c1ccc(Br)cc1)N1CCN(c2ccccc2)CC1
-32.1,-5.8,-5.1,-8.2,-6.9,-14.3,-4.0,-9.7,CC(C)N1CCN(C(=O)Cn2c(=O)n(-c3ccccc3)c3ncccc32)CC1
-162.8,-6.3,-1.8,-31.4,-5.4,-30.1,-0.3,-44.3,CC1CCc2c(sc3nc(CCC(=O)NCc4ccc(Cl)cc4)[nH]c(=O)c23)C1 (centres undefined)
-68.7,-0.6,-3.9,-2.5,1.2,-17.9,-1.9,.,Cc1nc(Nc2ccc(F)cn2)sc1C(=O)NCc1ccccn1
-20.7,-1.1,0.9,17.9,-1.0,-5.7,-17.6,.,CCC(=O)Nc1cccnc1-c1ccc(C(=O)Nc2ccc(C)cc2)cc1
4.3,-0.3,4.4,0.0,3.9,-0.2,0.9,-1.7,Cc1cccc(N2CCN(c3cccc(C)c3)C2)c1
-12.0,-3.3,-0.6,-11.7,-2.4,-9.4,-71.6,-1.2,Cn1c(=O)c2c(ncn2CC(O)CNc2ccc(F)cc2)n(C)c1=O (centres undefined)
13.2,-1.0,-13.7,9.0,4.1,3.3,9.4,0.1,Cc1c(Cl)cccc1NC(=O)CNc1cccc(S(=O)(=O)N(C)C)c1
-92.3,2.0,-31.7,-8.3,-2.0,0.3,-99.4,-7.5,COC(=O)C(Cc1cnc(Cl)s1)(C(=O)OC)c1ccc([N+](=O)[O-])cn1

# Compound activity deposited in PubChem by Dana-Farber Cancer Institute and Novartis Institutes for BioMedical Research (Cambridge, Mass).
